Fam108B counter: counter-screen for RBBP9 inhibitors: inhibitors of mouse Fam108B. recombinant Fam108B, FP-Rh probe fluorescence polarization. actives 0.33% (n = 300,000). inhibition, % at 9.51 µM. AID 1947;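 active = inhibition above the screen mean inhibition plus 3 SD, computed separately per campaign, cut at about 18% in these data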;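 also: inhibitors lower polarization as less probe binds the enzyme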
CR mimetic SO: lowers age-related superoxide in aged yeast cells; S. cerevisiae aged cells, superoxide DHE fluorescence; hits give low values; superoxide response (% of plate mean), % at 10 µM; actives 0.18% (n = 330,000); AID 2690;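 active = superoxide response under a set limit, about three screen SD below normal, cut at about 65% in these data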;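 also: yeast aged for seven days with compound at 30 °C before DHE staining; 100% = average MFI of all compound-treated wells on the plate with controls excluded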
ZTA DNA inh: counter-screen for EBNA-1 inhibitors: inhibitors of Epstein-Barr virus ZTA. ZTA-DNA binding, fluorescence polarization. inhibition, % at 11 µM. actives 0.15% (n = 320,000); in the data active = inhibition above about 33%
Efflux pump inh: inhibitors of Candida antifungal efflux pumps expressed in yeast; inhibition, % at 10 µM; S. cerevisiae Candida pump triplex, Nile Red efflux; actives 0.44% (n = 330,000); AID 485275;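 active = plate passing quality check with inhibition over a set limit, or well fluorescence over plate mean plus 4 SD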;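 also: Nile Red retained in pooled yeast measured as flow cytometry median fluorescence; 0% = buffer negative control and 100% = Enniatin B positive control; higher means more Nile Red kept so more efflux inhibition; some compounds called inactive have numbers as strong as hits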
MEX-5 binding: C. elegans MEX-5 TCR-2 RNA binding activity; MEX-5/FITC-TCR2 RNA binding, fluorescence polarization; hits give low values; activity score (negative = inhibition of binding), % at 10 µM; actives 0.38% (n = 300,000); AID 1832;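 active = inhibition past about -25% in most replicates, and total fluorescence under double the plate's negative control median, limit read from the data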;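 also: 0% = DMSO and -100% = 5 µM competing unlabeled TCR2 RNA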
Target sequence (Q9XUB2 whole entry, looked up): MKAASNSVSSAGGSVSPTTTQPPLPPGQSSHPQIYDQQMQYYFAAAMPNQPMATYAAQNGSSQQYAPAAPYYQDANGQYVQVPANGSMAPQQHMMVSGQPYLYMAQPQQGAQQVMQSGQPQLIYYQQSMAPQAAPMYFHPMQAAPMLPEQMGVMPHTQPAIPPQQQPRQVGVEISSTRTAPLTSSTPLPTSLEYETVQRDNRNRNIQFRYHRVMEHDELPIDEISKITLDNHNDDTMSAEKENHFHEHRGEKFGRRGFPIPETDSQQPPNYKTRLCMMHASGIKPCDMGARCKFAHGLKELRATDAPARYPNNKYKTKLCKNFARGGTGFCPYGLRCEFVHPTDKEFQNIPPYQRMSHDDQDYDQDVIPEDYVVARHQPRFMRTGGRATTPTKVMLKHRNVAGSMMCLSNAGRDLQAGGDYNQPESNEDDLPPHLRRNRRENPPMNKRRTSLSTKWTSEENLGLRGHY
EBNA-1 inh: blocks EBNA-1 binding to DNA. EBNA-1 DNA binding, fluorescence polarization. inhibition, % at 14.8 µM. actives 0.34% (n = 300,000). AID 1950; in the data active = inhibition above about 28%
GLD-1 TGE inh: GLD-1-TGE RNA interaction inhibition (C. elegans); Q17339; purified GLD-1 + fluorescein TGE RNA, fluorescence polarization; inhibition, % at 5.96 µM; actives 0.44% (n = 320,000); AID 2280;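 active = percent inhibition above a per-plate cutoff, the plate mean of test compounds plus 3 SD, cut at about 30% in these data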;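 also: 0% = DMSO wells with GLD-1 and probe and 100% = wells lacking GLD-1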
Bcl-xL primary: Bcl-xL (human) inhibition | Q07817 | GST-Bcl-xL / FITC-Bim BH3 peptide fluorescence polarization | actives 0.7% (n = 320,000) | inhibition, % at 10.9 µM | AID 2129;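 active = inhibition above the mean of all tested compounds plus 3 SD, cutoff set per campaign, cut at about 30% in these data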;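 also: 0% = DMSO wells and 100% = unlabeled Bim-BH3 peptide competitor; inhibitors lower millipolarization by displacing the labeled peptide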
MCL1 BIM primary: inhibitors of human MCL1 binding to BIM-BH3 peptide. Q07820. GST-MCL1 / FITC-Bim-BH3 fluorescence polarization. inhibition, % at 10.9 µM. actives 0.68% (n = 320,000);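 active = inhibition above the mean inhibition of all tested compounds plus 3 SD, set per campaign, cut at about 40% in these data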;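 also: 0% = DMSO wells and 100% = unlabeled Bim-BH3 peptide control; higher means more loss of mP so more displacement of Bim peptide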
Target sequence (Q07820 whole entry, looked up): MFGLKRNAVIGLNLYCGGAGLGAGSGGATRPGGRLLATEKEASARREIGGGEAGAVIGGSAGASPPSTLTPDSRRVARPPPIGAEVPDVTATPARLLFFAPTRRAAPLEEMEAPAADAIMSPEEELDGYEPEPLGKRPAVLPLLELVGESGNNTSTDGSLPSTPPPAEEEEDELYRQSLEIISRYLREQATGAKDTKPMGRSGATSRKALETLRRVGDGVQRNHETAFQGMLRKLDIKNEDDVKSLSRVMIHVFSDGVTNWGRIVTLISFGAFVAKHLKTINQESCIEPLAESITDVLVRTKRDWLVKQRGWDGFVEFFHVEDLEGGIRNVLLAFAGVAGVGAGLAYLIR
Numbers without * were called inactive; · = not tested or not shown.

SMILES	Fam108B counter	CR mimetic SO	ZTA DNA inh	Efflux pump inh	MEX-5 binding	EBNA-1 inh	GLD-1 TGE inh	Bcl-xL primary	MCL1 BIM primary
COc1cc(OC)cc(C(=O)N2CCC(C(=O)N3CCOCC3)CC2)c1	5	114	18	-0.1	-3.1	-2	3	2	0
COC(=O)c1sc2ccccc2c1-n1cccc1C(=O)C(=O)Nc1ccc(Cl)cc1	-6	104	-25	0.1	2.3	1	-7	-6	6
Cc1cccc(/C(N)=N/OC(=O)COc2ccc(Cl)c(C)c2)c1	-2	96	8	0.2	0.0	-1	4	5	4
Cc1ccn2c(CN(C)CCn3nc(C)cc3C)c(C(=O)N3CCCCCC3)nc2c1	-3	98	2	0.2	0.5	4	1	-4	-5
O=C(c1cc(-c2cccc(Cl)c2)on1)N1CCOCC1	1	117	9	-0.1	3.3	-3	2	1	1
OC1CCCN(Cc2ccc3ccc4cccc5ccc2c3c45)C1 (stereo not drawn)	0	102	3	-0.1	0.4	0	5	2	8
COc1ccc2nc(Nc3ccccc3OC)sc2c1	2	99	19	0.0	0.6	9	2	6	1
CC(=O)Oc1ccc(-c2cccc(C(=O)NCC(=O)O)c2)cc1	1	100	19	0.0	-1.2	6	4	2	8
Cc1c(NC(=O)CSc2nncn2-c2ccccc2)c(=O)n(-c2ccccc2)n1C	1	123	4	0.1	2.0	-9	-8	-1	-2
Cc1noc(/C=C/N(C)C)c1S(=O)(=O)N1CCCC(C(=O)NC(C)c2ccccc2)C1 (stereo not drawn)	0	97	9	0.0	2.3	11	-18	-11	-20
C=CCc1cc(/C=N/n2cnnc2)cc(OCC)c1O	1	107	-13	0.2	0.9	-9	-2	0	3
COc1cc(C(C)=O)ccc1OCC(O)CN(CCO)Cc1ccccc1 (stereo not drawn)	0	93	1	-0.1	-0.2	2	2	3	2
COc1cccc(NC(=O)CN2C(=O)COc3ccc(S(=O)(=O)N4CCOCC4)cc32)c1	1	99	-12	-0.1	-1.1	-3	7	6	4
O=C(CN1C(=O)C2CC=CCC2C1=O)NCc1ccc2c(c1)OCO2 (stereo not drawn)	-3	108	-3	-0.2	0.8	4	4	3	3
CC(=O)c1nc(N2C(=O)CC(Cc3cc(C)cc(C)c3)C2=O)sc1C (stereo not drawn)	-4	97	5	0.2	-2.5	-3	0	-1	4
O=C(O)CC(C(=O)O)c1cn(Cc2ccccc2)c2ccccc12 (stereo not drawn)	4	103	2	0.0	0.0	-3	4	1	-3
C/C(=N\N=C(N)N)c1ccc(Cl)cc1	-2	102	1	0.4	-1.1	39*	0	1	3
CCCn1c2ccccc2c2cnn(CC(=O)NC3CCN(Cc4ccccc4)CC3)c(=O)c21	-1	109	-1	0.1	0.0	6	0	-2	-5
Nc1ccc(Nc2nc(-c3cccs3)cs2)cc1	9	92	-29	-0.3	0.8	-4	4	5	5
Cc1ccc(-c2ccc(=O)n(CC(=O)N3CCN(c4cccc(C)c4)C(C)C3)n2)cc1 (stereo not drawn)	-2	90	-15	0.0	-0.9	-9	6	2	5
CSCc1ccc(C(=O)N2CCCC(Nc3ccc(F)cc3)C2)o1 (stereo not drawn)	1	96	5	0.1	2.0	4	-1	4	6
O=c1[nH]c2ccccc2c(O)c1Cc1ccccc1	0	132	-8	0.3	2.0	-11	-4	-1	-8
Cc1ccc(-n2nc(C)c3cc(C(=O)O)sc32)cc1	0	146	0	0.0	1.9	-14	0	9	5
COc1ccc(-n2nnnc2SCC(N)=O)cc1	0	92	-20	0.0	1.4	-3	-2	7	0
Cc1ccc(F)cc1S(=O)(=O)NCc1ccc(N2CCN(C)CC2)cc1	0	95	2	-0.1	-1.1	-2	0	6	1

Looked up by structure from above, two records:
SMILES	Fam108B counter	CR mimetic SO	ZTA DNA inh	Efflux pump inh	MEX-5 binding	EBNA-1 inh	GLD-1 TGE inh	Bcl-xL primary	MCL1 BIM primary
C=CCc1cc(/C=N/n2cnnc2)cc(OCC)c1O	1	107	-13	0.2	0.9	-9	-2	0	3
O=c1[nH]c2ccccc2c(O)c1Cc1ccccc1	0	132	-8	0.3	2.0	-11	-4	-1	-8

Further compounds:
SMILES	Fam108B counter	CR mimetic SO	ZTA DNA inh	Efflux pump inh	MEX-5 binding	EBNA-1 inh	GLD-1 TGE inh	Bcl-xL primary	MCL1 BIM primary
O=C(COC(=O)c1ccc(S(=O)(=O)N2CCCC2)cc1)Nc1ccc(N2CCOCC2)cc1	2	106	-17	-0.3	1.5	-2	2	-3	-12
CCn1c(-c2nn(C)c(C)c2Cl)n[nH]c1=S	1	125	8	0.0	0.8	-8	1	-2	-10
O=C(COC(=O)c1ccccn1)Nc1cccnc1Cl	1	87	5	0.0	-2.2	3	4	1	-6
O=C(CCNC(=O)Cn1ccc2ccccc2c1=O)NCc1ccc(F)cc1Cl	-1	107	20	-0.1	-1.4	13	-5	4	5
COc1cc(OC)cc(C(=O)Nc2ccc(Nc3ccccc3)cc2)c1	3	87	2	-0.1	1.4	-1	3	5	-4
Cc1cccn2c(=O)c3cc(C(=O)NC4CCCC4)c(=N)n(CCCN4CCOCC4)c3nc12	-2	124	-11	0.0	0.0	-2	0	5	5
Cc1cc(C)n(Cc2cc(C(=O)O)c3ccccc3n2)n1	-7	110	-1	0.1	0.0	-10	5	1	-1
CC(=O)Nc1ccccc1NC(=O)C/C(C)=N/NC(=O)c1ccncc1	-3	89	10	0.2	1.9	10	5	5	6
Cc1ccc(-n2cc(CNC(C)c3cnn(C)c3C)c(-c3ccc(F)cc3)n2)cc1 (stereo not drawn)	-2	94	-1	-0.3	·	-12	4	6	7
O=C(c1ccccc1)N1CCN(C(=O)c2ccc([N+](=O)[O-])cc2)CC1	-2	96	8	-0.2	·	10	-4	-2	-12
O=C(CSc1ncnc2c1oc1ccccc12)NCc1ccco1	1	94	-3	-0.1	-0.2	-2	3	6	5
Cc1ccnc(SCC(=O)n2c3c(c4ccccc42)CC(C)CC3)n1 (stereo not drawn)	-3	92	-3	0.0	1.3	9	5	-6	-11
S=C(Nc1ccc(Cl)cc1)c1nc2ccccc2s1	7	75	-20	0.0	-1.8	-7	0	3	10
Cc1ncc([N+](=O)[O-])n1CCO	0	103	13	0.1	0.1	9	4	5	3
CCCCC(=O)NNC(=O)c1c(O)c2ccccc2[nH]c1=O	-8	81	-16	-0.2	0.6	-4	-3	3	9
CC1CCc2cc(F)ccc2N1C(=O)c1cnc2sccn2c1=O (stereo not drawn)	5	114	-6	0.4	0.0	-19	-2	0	-5
O=C(CCC1CCCN(c2ncccn2)C1)NCc1ccccc1F (stereo not drawn)	-4	112	-5	0.1	-0.3	17	4	-2	-5
CC(=O)c1cccc(S(=O)(=O)N2CCC(n3nnc4cc(F)ccc43)CC2)c1	-3	101	-17	0.2	1.8	-15	-1	0	-3
CCOc1cc(C(=O)NC)cc(OCC)c1OCC	-2	98	-2	0.0	-0.9	3	5	0	-3
CN=c1scc(C)n1/N=C/c1cc(Br)c(O)c(Br)c1	6	99	-15	-0.1	-3.0	3	0	4	2
S=C(c1ccc(-c2ccc(Br)cc2)o1)N1CCCCC1	-2	87	-8	-0.1	-1.0	0	-3	4	5
CCn1nc(C(=O)OCC(=O)N2CC(=O)Nc3ccccc32)c2ccccc2c1=O	4	103	-3	0.3	1.9	-7	0	0	-3
Cc1ccc2[nH]c(=O)c(CN(CCc3ccccc3)C(c3nnnn3Cc3ccco3)C(C)C)cc2c1 (stereo not drawn)	-13	119	-8	0.2	5.1	0	-3	-15	-34
O=C(COC(=O)CCC1CCCC1)Nc1ccccc1Sc1ccccc1	0	85	-6	0.1	0.0	-1	-1	2	3
CC(NC(=O)C(=O)N1CCCCC1)C(c1cccs1)N1CCN(c2ccccc2F)CC1 (stereo not drawn)	1	93	-4	-0.1	-0.3	-5	-4	3	2
Cc1cc(-c2ccc(F)cc2)nc2cc(C(N)=O)nn12	1	93	18	0.1	-2.8	5	-6	7	10
CCOC(=O)N1CCN(C2CC(=O)N(c3ccc(F)cc3)C2=O)CC1 (stereo not drawn)	2	106	16	0.0	-1.2	13	3	5	-1
O=C(CSc1ccccc1)NCCCc1ccccc1	-6	87	-3	-0.3	0.4	-3	-4	5	2
Nc1nonc1-n1nnc(C(=O)N/N=C/c2ccc(O)cc2)c1COc1ccc(F)cc1	-1	105	0	-0.1	0.3	5	0	5	5
CC(=O)Nc1ccc(S(=O)(=O)N[C@@H](C)C(=O)Nc2ccc(N3CCOCC3)cc2)cc1	-4	89	0	0.2	-1.4	9	3	-3	-10

Grouped by structure, the entries above with a Cl atom (8)
SMILES	Fam108B counter	CR mimetic SO	ZTA DNA inh	Efflux pump inh	MEX-5 binding	EBNA-1 inh	GLD-1 TGE inh	Bcl-xL primary	MCL1 BIM primary
COC(=O)c1sc2ccccc2c1-n1cccc1C(=O)C(=O)Nc1ccc(Cl)cc1	-6	104	-25	0.1	2.3	1	-7	-6	6
Cc1cccc(/C(N)=N/OC(=O)COc2ccc(Cl)c(C)c2)c1	-2	96	8	0.2	0.0	-1	4	5	4
O=C(c1cc(-c2cccc(Cl)c2)on1)N1CCOCC1	1	117	9	-0.1	3.3	-3	2	1	1
C/C(=N\N=C(N)N)c1ccc(Cl)cc1	-2	102	1	0.4	-1.1	39*	0	1	3
CCn1c(-c2nn(C)c(C)c2Cl)n[nH]c1=S	1	125	8	0.0	0.8	-8	1	-2	-10
O=C(COC(=O)c1ccccn1)Nc1cccnc1Cl	1	87	5	0.0	-2.2	3	4	1	-6
O=C(CCNC(=O)Cn1ccc2ccccc2c1=O)NCc1ccc(F)cc1Cl	-1	107	20	-0.1	-1.4	13	-5	4	5
S=C(Nc1ccc(Cl)cc1)c1nc2ccccc2s1	7	75	-20	0.0	-1.8	-7	0	3	10

Compound activity (PubChem BioAssay)
